# Mito fusion yeast: inhibitors of mitochondrial division or activators of mitochondrial fusion; S. cerevisiae fusion-defective mutant growth rescue, CellTiterGlo 48 h; Potency, µM (highest dose often 46.1 µM), without a hit: at the highest dose growth rescue (activation), hits mostly activators; actives 0.23% (n = 320,000); AID 485298;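 also: potency is read from the fitted curve at half-maximal effect; % of control where 0% means no effect; nearly all actives have a fitted effect of over 45% in size; temperature-sensitive fusion mutants such as fzo1-1 at 37 °C on non-fermentable ethanol glycerol medium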
#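 Read-out: ATP-based luminescence (CellTiterGlo, 10 min ambient) reporting growth of fusion-defective ts yeast after 48 hours at 37C on glycerol/ethanol YPEG medium in the presence of compound.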
# Chronic BCR inh: inhibitors of chronic active B-cell receptor signaling | AID 493014 | Potency, µM (doses to about 46.1 µM), for inactives: at the highest dose ratio change, negative = lower green/red ratio, most hits filed as inhibitors | actives 0.05% (n = 340,000) | ABC-DLBCL IkBa-CBG/CBR reporter, luminescence ratio, 4 h; active = well fitted inhibition curve with a large enough effect in the signal ratio, with a control signal flat, not every such curve was filed as active; inconclusive = small, poorly fitted or top-dose-only effect, or effect the other way, or a change in a side signal; the % refers to the signal ratio;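 also: potency is read from the fitted curve at half-maximal effect; plate controls were basal doxycycline-induced cells for no effect and cells given 10 µM MG132 for full effect; MG132 reads +100%, hits lower the ratio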
#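 TMD8 ABC-DLBCL cells carrying doxycycline-inducible green luciferase fused to IkappaBalpha plus unfused red luciferase were exposed to compounds (up to 46 uM) for 4 hrs at 37C. Activity came from the overlap-corrected green/red luminescence ratio.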
# Eya2 inh: blocks the phosphatase activity of human Eya2. actives 0.006% (n = 330,000). Potency, µM (top dose mostly 76.9 µM), for the others: at the top dose activity, negative = inhibition, usual class: inhibitors. recombinant Eya2, OMFP fluorescence dephosphorylation (OMFP is methylfluorescein phosphate); also: potency is read from the fitted curve at half-maximal effect; % is scaled to controls: 0 for no effect and ±100 for the full control effect
#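 Eya2 protein (added as 0.2 uM solution) was preincubated with compound for 10 min at ambient temperature in 50 mM HEPES pH 7.5, 50 mM NaCl, 5 uM MgCl2, 0.05% BSA, 1 mM DTT. OMFP (added at 50 uM) then reacted 10 min; fluorescence read at 485/525 nm.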
# KCNH2 WT inh: inhibitors of human wildtype KCNH2 potassium channel; actives 0.37% (n = 340,000); AID 720551; U2OS, BacMam KCNH2, thallium flux FluxOr; hits give low values; activity change, % at 1.84 µM;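 active = maximum activity change below -70%; inconclusive = maximum activity change between -70% and -50%; inactive = maximum activity change above -50%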; also: % is scaled to controls: 0 for no effect and ±100 for the full control effect
#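 U2OS cells were transduced with wild-type KCNH2 virus (2.03 x 10^8 / mL) for 4 h at room temperature, then cultured overnight at 37 C. Thallium flux was read with FluxOr dye. Rate constants were normalized to DMSO controls.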
# TSHR antagonist: antagonists of human thyroid stimulating hormone receptor. P16473. TSHR-expressing cells, TSH-stimulated cAMP HTRF, 2 h; hits give low values. activity change, negative = inhibition, % at 11.5 µM. actives 0.2% (n = 330,000);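 active = activity change below a set negative limit, meaning inhibition stronger than a set level, cut at about -70% in these data; inconclusive = activity change between two set negative limits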; also: % is scaled to controls: 0 for no effect and ±100 for the full control effect
# Target sequence (P16473 whole entry, looked up): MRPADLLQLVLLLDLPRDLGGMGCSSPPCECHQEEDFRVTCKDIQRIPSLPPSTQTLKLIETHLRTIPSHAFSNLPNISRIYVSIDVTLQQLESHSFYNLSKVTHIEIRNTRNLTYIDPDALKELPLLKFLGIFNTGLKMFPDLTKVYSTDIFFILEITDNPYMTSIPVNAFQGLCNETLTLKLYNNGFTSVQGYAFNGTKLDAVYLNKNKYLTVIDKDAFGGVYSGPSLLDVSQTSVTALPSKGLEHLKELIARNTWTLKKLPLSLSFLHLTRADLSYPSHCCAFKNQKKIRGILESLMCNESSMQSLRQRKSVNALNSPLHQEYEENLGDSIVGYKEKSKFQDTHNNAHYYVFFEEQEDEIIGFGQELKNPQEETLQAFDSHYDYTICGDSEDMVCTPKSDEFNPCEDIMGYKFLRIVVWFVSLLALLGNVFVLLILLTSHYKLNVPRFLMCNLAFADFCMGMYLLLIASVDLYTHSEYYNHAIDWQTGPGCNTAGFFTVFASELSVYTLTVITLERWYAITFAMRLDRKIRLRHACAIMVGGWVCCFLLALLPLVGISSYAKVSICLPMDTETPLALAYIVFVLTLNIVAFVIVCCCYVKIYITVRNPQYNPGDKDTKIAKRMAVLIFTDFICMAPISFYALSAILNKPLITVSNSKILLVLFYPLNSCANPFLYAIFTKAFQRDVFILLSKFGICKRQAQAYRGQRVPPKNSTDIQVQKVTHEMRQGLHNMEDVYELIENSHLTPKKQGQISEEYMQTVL
#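 Antagonism was scored as loss of TSH-driven cAMP in TSHR cells, stimulated with 4nM TSH (EC80) for 2 hours at 37 deg C and detected by homogeneous HTRF competition immunoassay.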
# Menin MLL FP TR: menin-MLL binding inhibition, Texas Red mutant peptide; O00255; Menin + Texas Red MLL mutant peptide, fluorescence polarization; AID 1768; Potency, µM (series often up to 61.6 µM), inactives show at the top dose FP activity change, negative = inhibition, hits mostly inhibitors; actives 0.23% (n = 270,000); active = well fitted inhibition curve with a large enough effect in the polarisation, with a control signal flat, not every such curve was filed as active; inconclusive = small, poorly fitted or top-dose-only effect, or effect the other way, or a change in a side signal; inactive = no such curve, though single readings can be large or run the other way; the % refers to the polarisation; also: potency is read from the fitted curve at half-maximal effect; % of control where 0% means no effect; many of its hits are not listed in these tables
# MBNL1-CUG inh: blocks human MBNL1 binding to CUG repeat RNA; actives 0.036% (n = 280,000); TR-FRET MBNL1-His/biotin-(CUG)12 binding, 665/545 ratio; Q9NR56; AID 2675; Potency, µM (top dose mostly 57.5 µM), inactives show at the top dose activity change, negative = inhibition, actives largely listed as inhibitors; active = well fitted inhibition curve with a large enough effect in the signal ratio, with a control signal flat, not every such curve was filed as active; inconclusive = small, poorly fitted or top-dose-only effect, or effect the other way, or a change in a side signal; inactive = no such curve, though single readings can be large or run the other way; the % refers to the signal ratio; also: potency is read from the fitted curve at half-maximal effect; % is scaled to controls: 0 for no effect and ±100 for the full control effect
#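 TR-FRET readout: Ex 340 nm, 665/545 nm emission ratio, normalized to buffer-only (basal) and MBNL1-(CUG)12 controls. Complex of MBNL1-His with Biotin-(CUG)12, compounds 92 nM–58 uM, incubated 60 min at room temperature.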
# PKM2 act: increases activity of human pyruvate kinase M2; actives 0.34% (n = 260,000); AID 1631; purified PKM2, Kinase-Glo ATP luminescence, activation; response scale: 0% is enzyme alone, no compound; P14618; Potency, µM (top dose mostly 57.5 µM), without a hit: top-dose activation, hits mostly activators; also: potency is read from the fitted curve at half-maximal effect; % is scaled to controls: 0 for no effect and ±100 for the full control effect; nearly all actives have a fitted effect of over 55% in size
#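 ATP formation by purified human PK-M2, quantified via coupled luciferase luminescence after 1 h at room temperature with 0.1 mM ADP and 0.5 mM PEP final.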
# USP2a inh: USP2a (human) protease inhibition; actives 0.01% (n = 330,000); AID 463254; USP2 core, Ub-CHOP2 coupled fluorogenic reporter, 485/531; Potency, µM (titrated, usually from 38.3 µM), for the others: at the top dose activity change, negative = inhibition, hits mostly inhibitors;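 also: potency is read from the fitted curve at half-maximal effect; plate controls were DMSO wells for no effect and full inhibition by NEM control for full effect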
#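 Cell-free coupled assay: 10nM USP2 core preincubated 30min RT with compound in Tris-HCl pH 8.0/CaCl2/CHAPS buffer, then 25nM Ub-CHOP2 and 25nM reporter substrate; fluorescence (Ex 485/Em 531) read after 60min RT, normalized to NEM inhibition, concentration-response curves fitted.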
# GALK inh: galactokinase (human) inhibition | P51570 | Purified GALK, Kinase-Glo residual ATP luminescence | Potency, µM (series often up to 57.5 µM), inactives show at the highest dose activity change, negative = inhibition, most hits filed as inhibitors | actives 0.007% (n = 270,000); also: potency is read from the fitted curve at half-maximal effect; % is scaled to controls: 0 for no effect and ±100 for the full control effect
#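 The enzyme phosphorylates galactose (100 uM) using ATP (35 uM); inhibition is detected as higher residual ATP, quantified by bioluminescence after 1 h reaction at room temperature, pH 8.0.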
# S-ASM inh: inhibitors of human secretory acid sphingomyelinase | Potency, µM (series often up to 57.5 µM), for the others: at the highest dose activity change, negative = inhibition, hits mostly inhibitors | actives 0.006% (n = 340,000) | AID 504937 | placental ASM, HMU-PC fluorogenic substrate, 60 min | P17405; also: potency is read from the fitted curve at half-maximal effect
#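 Human placenta-derived ASM preincubated with compound 10 min at room temperature, then reacted with 9 uM (final) fluorogenic HMU-PC substrate for 60 min at 37 C. Stop solution raises pH to 10; fluorescence read at Ex 386/Em 447 nm.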
# The depositor's hits bear a star; i = inactive; ? = inconclusive; nt = not tested or not shown. Unless noted, calls follow the shape of the dose curve; as a rule, active = well fitted curve in the direction sought with a large enough effect; inconclusive = small, poorly fitted or top-dose-only effect, or another doubt; inactive = no such curve, though single readings can be large; an effect the other way counts as inactive or inconclusive. Not all compounds are listed (hit frequency here may not be typical).
SMILES,Mito fusion yeast,Chronic BCR inh,Eya2 inh,KCNH2 WT inh,TSHR antagonist,Menin MLL FP TR,MBNL1-CUG inh,PKM2 act,USP2a inh,GALK inh,S-ASM inh
CCC(=O)NC(C)C(c1cccs1)N1CCN(Cc2ccccc2)CC1 (stereo unspecified),1.2%,-0.4%,5.8%,24.1,-4.7,-27.5%,-3.5%,0.9%,4.3%,-2.0%,5.3%
O=C(COC(=O)c1ccc(S(=O)(=O)N2CCCC2)cc1)Nc1ccc(F)cc1F,2.8%,0.9%,6.6%,-5.4,-14.5,-1.3%,1.4%,1.4%,-0.8%,-3.0%,1.1%
CN(C)C1=NCCN1CCc1ccc(F)cc1,-1.0%,-2.0%,-0.2%,17.0,-7.0,nt,nt,nt,0.4%,nt,8.0%
CCOC(=O)c1csc(N)c1-c1ccc([N+](=O)[O-])cc1,3.4%,3.9%,6.3%,0.1,-2.7,nt,?,-0.2%,-0.4%,5.1%,-1.4%
Cc1ccc(-n2nnnc2CN2CCCCC2)cc1,3.4%,?,-4.1%,4.7,4.4,8.0%,-5.0%,-2.1%,-9.5%,2.9%,1.7%
COc1ccc(-n2c(SCC(=O)Nc3nccs3)nc3sc4c(c3c2=O)CCN(C)C4)cc1,2.3%,4.8%,-5.7%,14.6,-2.8,5.6%,?,11.7%,-6.2%,-1.5%,21.8%
CCn1cc(C(=O)O)c(=O)c2cc(F)c(N3CCN(C(=S)NC(=O)c4ccccc4F)CC3)cc21,2.5%,5.2%,1.9%,4.9,-7.0,nt,-15.9%,0.3%,-1.3%,nt,-0.9%
O=C(COC(=O)/C=C/c1ccc(Cl)cc1)Nc1ccc2[nH]c(=O)[nH]c2c1,1.4%,-7.4%,2.0%,-5.7,-11.3,nt,nt,nt,-1.2%,nt,-2.1%
CCOc1ccc(C2CC(=O)NC3=C2C(=O)CCC3)cc1 (stereo unspecified),8.0%,-1.5%,0.6%,17.5,6.6,10.6%,8.4%,-0.7%,-1.1%,1.7%,5.4%
O=C(c1cc2ccccc2oc1=O)N(Cc1ccc(F)cc1)C1CCS(=O)(=O)C1 (stereo unspecified),0.2%,?,-26.4%,4.0,-3.7,nt,12.5%,-4.7%,4.2%,3.0%,-0.7%
CCC(=O)Nc1ccc(C(=O)CSc2nc3ccccc3cc2CC)cc1,0.4%,3.9%,-21.7%,-4.9,-20.8,?,21.6%,-3.0%,-1.0%,-2.0%,-13.4%
C#CCSc1n[nH]c(-c2ccco2)n1,4.2%,?,-11.2%,2.6,30.0,-5.0%,1.3%,-0.5%,7.3%,-3.8%,1.9%
CCOC(=O)N1CCN(C(=O)COC(=O)CSc2ccc([N+](=O)[O-])cc2)CC1,-1.6%,-0.1%,21.3%,-8.7,-0.9,nt,nt,nt,3.2%,nt,-1.1%
CN(C(=O)COC(=O)c1ccc(=O)n(Cc2ccccc2)n1)c1ccccc1,2.4%,-0.1%,1.3%,nt,6.4,-2.1%,12.3%,3.9%,-0.9%,1.5%,7.1%
Cc1ccsc1C1C(C(=O)O)c2ccccc2C(=O)N1C (stereo unspecified),1.9%,0.1%,-5.1%,0.4,-4.1,-3.3%,-16.1%,7.6%,-1.8%,-1.1%,4.2%
CCN(CC)c1c([N+](=O)[O-])c(=O)sc2ccccc12,24.1%,?,7.0%,3.0,8.0,0.8%,?,-17.7%,0.0%,-2.8%,6.4%
COc1cccc(-c2nc(CS(=O)(=O)CC(=O)NCc3ccccc3)c(C)o2)c1,-5.7%,0.0%,-1.1%,-2.3,-6.0,0.4%,?,-12.7%,3.7%,-0.1%,-1.0%
O=C1CCCC2=C1C(c1ccco1)Nc1ccc3ccccc3c12 (stereo unspecified),10.4%,0.2%,-10.7%,-11.1,-12.3,?,?,7.0%,?,3.0%,i
CCc1c(C(=O)Nc2nnc(C3CC3)s2)csc1C,-5.8%,?,17.1%,3.5,3.2,-4.9%,7.5%,4.3%,2.1%,0.9%,5.9%
COC(=O)C1=C(CS(=O)(=O)c2ccc(OC)c(OC)c2)NC(=O)NC1c1ccc(O)c(OC)c1 (stereo unspecified),0.9%,-5.3%,1.2%,nt,-8.0,-6.6%,1.6%,nt,1.0%,-1.6%,-3.2%
COc1ccc(S(=O)(=O)N2CCCCC2)cc1NC(=O)Cc1cccs1,8.0%,-18.7%,0.9%,-6.4,7.5,nt,nt,nt,4.0%,nt,1.8%
Cn1c(Cc2cccs2)nnc1SCC(=O)Nc1ccccc1F,-2.0%,0.8%,8.7%,-8.0,-1.3,nt,nt,nt,-0.9%,nt,-0.4%
COc1cc(C(=O)NCC2CCCN2S(=O)(=O)c2cccs2)cc(OC)c1OC (stereo unspecified),-10.4%,-14.4%,-19.2%,-2.7,5.1,nt,nt,nt,0.6%,nt,3.0%
CCCN(CCC)c1nc(Cl)nc(NCc2ccco2)n1,6.1%,-1.0%,-8.0%,0.5,-7.7,-3.2%,-1.2%,-11.7%,-0.3%,-2.2%,-1.9%
COc1ccc(NC(=O)N2CCN(C(=O)Nc3ccc(OC)cc3)CC2)cc1,-1.1%,-4.2%,-7.3%,16.3,0.8,nt,-8.0%,-9.9%,-0.3%,nt,2.6%
CNC(=S)N(CCc1c(C)[nH]c2ccc(C)cc12)Cc1cccnc1,-0.7%,-2.1%,-1.2%,-11.9,-9.1,4.4%,-12.1%,0.6%,1.3%,nt,-0.5%
O=C(CSC(=S)N1CCOCC1)Nc1ccc(S(=O)(=O)Nc2ncccn2)cc1,-22.0%,-8.2%,-2.7%,-35.1,13.8,-24.4%,2.5%,-4.9%,2.3%,6.8%,9.0%
CC(C)(C)NC(=O)CSc1nnc(Cc2ccccc2)n1CC1CCCO1 (stereo unspecified),1.6%,-4.9%,-0.3%,-13.9,-5.8,-18.3%,0.9%,-0.1%,2.7%,0.9%,6.1%
CCOC(=O)C(C)NC(=O)CCc1nnc2ccc(N3CCC(C)CC3)nn12 (stereo unspecified),6.4%,-1.5%,-24.3%,-2.4,0.0,-15.3%,3.1%,nt,-2.5%,6.4%,1.0%
CCOC(=O)CCC(NC(=O)CCCCCCCC(=O)NC(CCC(=O)OCC)C(=O)OCC)C(=O)OCC (stereo unspecified),-1.9%,2.3%,-5.6%,0.4,10.0,18.6%,nt,-0.9%,-0.3%,2.2%,5.7%
O=C(O)CCNS(=O)(=O)c1ccc(Oc2ccccc2)cc1,-4.5%,-10.6%,9.9%,-1.1,-1.5,-10.9%,-14.4%,12.5%,2.0%,-0.6%,4.3%
N#Cc1cn(CC(=O)O)c2ccccc12,15.0%,-0.2%,0.4%,-10.1,-8.7,1.5%,-5.2%,1.4%,-5.3%,2.1%,-1.3%
Cc1nc(-c2cccc(NC(=O)Cc3ccccc3)c2)cs1,10.1%,?,-4.2%,-7.8,2.8,9.0%,-4.5%,0.6%,0.6%,7.6%,3.7%
COc1ccc(NC(=O)CCCCn2c(=O)[nH]c3ccccc3c2=O)cc1,0.1%,-0.1%,-6.6%,2.2,9.2,-4.5%,8.9%,-1.6%,3.7%,-0.5%,-3.6%
CN(C)S(=O)(=O)c1cccc(NC(=O)CN2C(=O)C3C4C=CC(C4)C3C2=O)c1 (stereo unspecified),-4.2%,0.1%,1.4%,-6.0,27.8,-1.5%,-14.6%,-4.6%,-0.8%,-2.9%,2.6%
COc1ccc(CCNC(=O)C2CCCN(C(=O)c3ccc(Cl)cc3)C2)cc1 (stereo unspecified),4.4%,18.0%,-1.5%,-7.5,11.1,-8.0%,-17.9%,0.2%,-0.8%,-1.0%,8.0%
CCOC(=O)NC(=O)CSc1ccc2ccccc2n1,-11.8%,?,-3.4%,6.0,27.8,-12.9%,-2.2%,-9.5%,-1.9%,8.4%,-2.2%

# Screening data: PubChem BioAssay, National Center for Advancing Translational Sciences (NCATS)
